Thrombin inh – inhibitors of human thrombin; P00734; alpha-thrombin, Boc-VPR-AMC fluorogenic substrate cleavage; inhibition, % at 5 µM; 220,000 tested, 0.26% active;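 active = inhibition at or above 40%; inactive = inhibition below 40%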;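 also: 0% = enzyme with no compound and 100% = wells without enzyme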
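signal = AMC fluorescence, 355/460 nm | material = human alpha-thrombin enzyme | control set = enzyme without compound as high, wells lacking enzyme as low | times = reaction at room temperature | read-out basis = percent inhibition scaled between no-compound controls and no-enzyme blanks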
FXIa inh – factor XIa (human) inhibition; 220,000 tested, 0.14% active; P03951; purified FXIa, Boc-Glu-Ala-Arg-AMC fluorogenic substrate; AID 798; inhibition, % at 5 µM;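 active = inhibition of at least 40%; inactive = inhibition below 40%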;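 also: fluorescence of freed AMC excited at 355 nm; 0% = enzyme without compound and 100% = no enzyme blank; many of its hits are not listed in these tables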
hK5 inh – inhibitors of human kallikrein 5. recombinant hK5, fluorogenic AMC substrate cleavage. 210,000 tested, 0.59% active. Q9Y337. AID 873. inhibition, % at 5 µM;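 active = inhibition of 40% or more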;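 also: 0% = enzyme controls without compound and 100% = no-enzyme blanks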
FXIIa inh – factor XIIa (human) inhibition; inhibition, % at 5 µM; P00748; AID 800; purified FXIIa, Boc-QGR-AMC fluorogenic substrate, 2 h; 220,000 tested, 0.3% active; in the data active = inhibition above about 40%;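 also: 0% = enzyme with no compound and 100% = blank without enzyme; many of its hits are not listed in these tables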
Target sequence (P00748 20-372 limits assumed): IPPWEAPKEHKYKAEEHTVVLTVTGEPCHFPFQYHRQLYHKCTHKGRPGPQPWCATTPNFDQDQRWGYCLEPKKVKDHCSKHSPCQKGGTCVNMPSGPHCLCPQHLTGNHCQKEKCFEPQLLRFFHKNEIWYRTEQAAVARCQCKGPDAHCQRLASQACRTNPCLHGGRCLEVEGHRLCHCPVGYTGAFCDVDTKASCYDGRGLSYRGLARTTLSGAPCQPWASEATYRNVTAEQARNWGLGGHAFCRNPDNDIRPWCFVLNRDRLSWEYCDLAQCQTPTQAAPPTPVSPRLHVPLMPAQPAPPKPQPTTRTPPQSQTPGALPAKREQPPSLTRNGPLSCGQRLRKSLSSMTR
Target sequence (P00748 373-615 limits assumed): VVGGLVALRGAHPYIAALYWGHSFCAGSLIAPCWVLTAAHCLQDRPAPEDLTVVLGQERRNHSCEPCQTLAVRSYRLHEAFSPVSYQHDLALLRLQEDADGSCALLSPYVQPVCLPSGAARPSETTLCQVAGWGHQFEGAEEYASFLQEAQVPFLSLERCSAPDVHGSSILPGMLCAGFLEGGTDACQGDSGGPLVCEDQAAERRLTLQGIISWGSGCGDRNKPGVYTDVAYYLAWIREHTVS
m-calpain inh – calpain II (pig) inhibition; AID 1236; inhibition, % at 16 µM; purified calpain II, fluorogenic peptide substrate, 30 min; 220,000 tested, 0.37% active;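 active = inhibition above about 50%, limit read from the data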
PERK inhibitor – inhibitors of human PERK kinase | Q9NZJ5 | CHO PERK-DD fusion, SEAP luminescence translation reporter | inhibition, % at 5.6 µM | 220,000 tested, 0.17% active;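 active = inhibition above the mean inhibition of all tested compounds plus 3 SD, set separately per screening campaign, cut at about 2.9% in these data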;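 also: PERK kinase domain activated by AP20187 dimerizer at 100 nM; 0% = DMSO with dimerizer and 100% = rapamycin at 8.4 µM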
Furin inh – human furin inhibition; P09958; purified furin, fluorogenic substrate cleavage; inhibition, % at 30 µM; 220,000 tested, 0.061% active; AID 463115; in the data active = inhibition above about 25%; also: inactives centre near -15
KCC2 mod – modulates chloride dependent transport by human KCC2 | KCC2 cells, thallium flux FluoZin-2 fluorescence | B-score of Tl+ flux slope (higher = more flux/activation; lower = inhibition) at 10 µM | 190,000 tested, 2.2% active | AID 1456;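 active = thallium flux slope and its plate-corrected score both differing from the plate sample mean at a set confidence after two filtering rounds, in either direction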;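 also: slope of fluorescence scaled to starting intensity during 10 to 20 s after thallium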
Rad51 HR inh – blocks human Rad51 in homologous recombination; Q06609; hRad51 DNA strand exchange, fluorescence dequenching; inhibition, % at 10 µM; 200,000 tested, 0.085% active; AID 1385;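 active = inhibition above 40% at the single screening dose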;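 also: 0% = DMSO control wells and 100% = blanks with heterologous ssDNA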
Target sequence (Q06609 whole entry, looked up): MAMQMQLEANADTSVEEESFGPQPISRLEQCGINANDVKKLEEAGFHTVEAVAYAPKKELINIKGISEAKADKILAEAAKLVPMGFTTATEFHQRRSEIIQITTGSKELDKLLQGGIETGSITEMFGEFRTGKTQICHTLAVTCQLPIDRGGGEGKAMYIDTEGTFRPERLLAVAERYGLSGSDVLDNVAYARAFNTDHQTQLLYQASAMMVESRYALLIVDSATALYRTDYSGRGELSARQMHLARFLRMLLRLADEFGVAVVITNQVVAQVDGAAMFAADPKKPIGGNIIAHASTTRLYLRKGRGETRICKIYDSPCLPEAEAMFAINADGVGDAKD
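Read-out basis: percent inhibition relative to plate controls and blanks / Assay system: human Rad51 nucleoprotein filaments preassembled on unlabelled ssDNA / Timing: filaments 15 min 37 °C, then compound 30 min / Control set: per-plate controls and blanks / Technique: fluorescence dequenching at 485/520 nm / Compound: 10 µM final, single point / Also added: Fluorescein- and BHQ1-tagged 47-mer duplex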
* marks the source's active call; other numbers are inactive results; [ ] = another dose, or the depositor's remark. The list is partial (hit frequency here may not be typical).

What do the screens show for `Cc1ccccc1S(=O)(=O)Cc1ccc(C(=O)N2CC(C)CC(C)C2)o1` (centres undefined)?
Thrombin inh: -8; FXIa inh: 21; hK5 inh: -28; FXIIa inh: 24; m-calpain inh: 5; PERK inhibitor: -0.1; Furin inh: -8; KCC2 mod: -0.21; Rad51 HR inh: 6

What do the screens show for `Fc1ccc(-n2c(-c3ccc4ccccc4n3)n[nH]c2=S)cc1`?
Thrombin inh: -8; FXIa inh: -2; hK5 inh: -5; FXIIa inh: 6; m-calpain inh: 8; PERK inhibitor: 0.5; Furin inh: -22; KCC2 mod: 6.6*; Rad51 HR inh: 11

Results for N#Cc1ccccc1Sc1ccccc1N ?
Thrombin inh: -5; FXIa inh: -14; hK5 inh: 28; FXIIa inh: -6; m-calpain inh: 22; PERK inhibitor: 0.5; Furin inh: -17[20 µM]; Rad51 HR inh: -6

Results for O=C(O)c1ccc(NC(=S)NC(=O)c2cccc(COc3ccccc3)c2)cc1 ?
Thrombin inh: -7; FXIa inh: -7; hK5 inh: -3; FXIIa inh: 2; m-calpain inh: 20; PERK inhibitor: 0.4; Furin inh: -16; KCC2 mod: -3.7*; Rad51 HR inh: -7

Results for COc1ccc(OC)c(C2=Nn3c(nnc3-c3cc(C)[nH]n3)SC2)c1 ?
Thrombin inh: -8; FXIa inh: -1; hK5 inh: 0; FXIIa inh: 2; m-calpain inh: -4; PERK inhibitor: 1.0; Furin inh: -23; KCC2 mod: -1.7

How did CCN(CC)c1ccc(C=Nc2ccccc2C)c(O)c1 do in these assays?
Thrombin inh: -3; FXIa inh: 11; hK5 inh: -23; FXIIa inh: 10; m-calpain inh: 11; PERK inhibitor: 0.2; Furin inh: -8; KCC2 mod: -0.093

How did CCc1ccc(C2=NNC(=Nc3c(C)n(C)n(-c4ccccc4)c3=O)SC2)cc1 do in these assays?
Thrombin inh: 16; FXIa inh: -5; hK5 inh: 0; FXIIa inh: 4; m-calpain inh: -44; PERK inhibitor: 0.1; Furin inh: -26; KCC2 mod: -0.077; Rad51 HR inh: -19

What do the screens show for `COc1cccc(C(=O)/C(C#N)=N/Nc2cccc(-c3ccnc(C)n3)c2)c1`?
Thrombin inh: 7; FXIa inh: -3; hK5 inh: -3; FXIIa inh: 17; m-calpain inh: 13; PERK inhibitor: 0.2; Furin inh: -10; KCC2 mod: -3.1; Rad51 HR inh: 13

How did O=C(Oc1nsnc1N1CCOCC1)N(c1ccccc1)c1ccccc1 do in these assays?
Thrombin inh: 0; FXIa inh: 1; hK5 inh: 5; FXIIa inh: 8; m-calpain inh: -5; PERK inhibitor: -0.2; Furin inh: -18; KCC2 mod: -1.3; Rad51 HR inh: -35

What do the screens show for `COCc1nnc(NC(=O)c2ccc(OC)cc2OC)s1`?
Thrombin inh: 33; FXIa inh: 11; hK5 inh: 21; FXIIa inh: 22; m-calpain inh: 16; PERK inhibitor: -0.9; Furin inh: -13; KCC2 mod: -0.014; Rad51 HR inh: -1

How did Cc1cccc(C)c1-n1cccc1/C=C1\SC(=S)N(c2cccc(C(=O)O)c2)C1=O do in these assays?
Thrombin inh: 3; FXIa inh: 9; FXIIa inh: 14; m-calpain inh: 111*; PERK inhibitor: 0.1; Furin inh: -13; KCC2 mod: -4.5*

How did Nc1nnnn1/N=C/c1ccc(N2CCCCC2)c([N+](=O)[O-])c1 do in these assays?
Thrombin inh: -4; FXIa inh: -2; hK5 inh: -2; FXIIa inh: 11; m-calpain inh: 42; PERK inhibitor: 0.0; Furin inh: -22; KCC2 mod: 0.77; Rad51 HR inh: 5

What do the screens show for `CCOc1ccccc1NC(=O)CSc1nnnn1Cc1ccccc1`?
Thrombin inh: -3; FXIa inh: -10; hK5 inh: 3; FXIIa inh: -10; m-calpain inh: 19; PERK inhibitor: -0.9; Furin inh: -30[20 µM]; KCC2 mod: -2.6*; Rad51 HR inh: 2

How did COCCCNC(=O)CCn1c(=O)c2ccccc2n(Cc2cccc([N+](=O)[O-])c2)c1=O do in these assays?
Thrombin inh: -7; FXIa inh: -6; hK5 inh: -5; FXIIa inh: 3; m-calpain inh: -22; PERK inhibitor: 0.0; Furin inh: -17; KCC2 mod: -0.0097; Rad51 HR inh: 3

Results for Cc1nn(C)c(Cl)c1S(=O)(=O)N1CCC(CO)(CCc2ccccc2)CC1 ?
Thrombin inh: 1; FXIa inh: -6; hK5 inh: 8; FXIIa inh: 4; m-calpain inh: 5; PERK inhibitor: 0.1; Furin inh: -15; KCC2 mod: -0.91; Rad51 HR inh: 6

Quoted at random: 2 compounds from above.
How did Nc1nnnn1/N=C/c1ccc(N2CCCCC2)c([N+](=O)[O-])c1 do in these assays?
Thrombin inh: -4; FXIa inh: -2; hK5 inh: -2; FXIIa inh: 11; m-calpain inh: 42; PERK inhibitor: 0.0; Furin inh: -22; KCC2 mod: 0.77; Rad51 HR inh: 5

Results for N#Cc1ccccc1Sc1ccccc1N ?
Thrombin inh: -5; FXIa inh: -14; hK5 inh: 28; FXIIa inh: -6; m-calpain inh: 22; PERK inhibitor: 0.5; Furin inh: -17[20 µM]; Rad51 HR inh: -6

Further entries.
What do the screens show for `CCCCOc1cccc(C(=O)O)c1`?
Thrombin inh: 0; FXIa inh: -2; hK5 inh: -15; FXIIa inh: 8; m-calpain inh: -4; PERK inhibitor: 1.1; Furin inh: -24; KCC2 mod: 0.027; Rad51 HR inh: 3

What do the screens show for `CC1CN(C)C(C)c2c1oc1ccc(N)cc21` (centres undefined)?
Thrombin inh: -12; FXIa inh: -5; hK5 inh: 3; FXIIa inh: 4; m-calpain inh: 1; PERK inhibitor: -0.4; Furin inh: -13; KCC2 mod: -0.79; Rad51 HR inh: -4

Results for O=C(COc1ccc(Cl)cc1)NCc1nnc(SCC(=O)Nc2ccccc2F)o1 ?
Thrombin inh: 0; FXIa inh: -10; hK5 inh: -12; FXIIa inh: -2; m-calpain inh: -1; PERK inhibitor: 0.3; Furin inh: -18; KCC2 mod: -0.012; Rad51 HR inh: 1

Results for O=C(CCl)Nc1ccccc1Sc1ccc(Cl)cc1 ?
Thrombin inh: -2; FXIa inh: -5; hK5 inh: -27; FXIIa inh: -3; m-calpain inh: 3; PERK inhibitor: 0.1; Furin inh: -2[20 µM]; KCC2 mod: 1.5; Rad51 HR inh: 0

What do the screens show for `Cc1nc(-c2ccc(S(=O)(=O)NCc3cccnc3)s2)cs1`?
Thrombin inh: -2; FXIa inh: -3; hK5 inh: 0; FXIIa inh: 2; m-calpain inh: 17; PERK inhibitor: -0.3; Furin inh: -10; KCC2 mod: -0.079

Results for O=C(CCn1c(=O)oc2ccccc21)NCCCN1CCN(c2ccc(F)cc2)CC1 ?
Thrombin inh: 0; FXIa inh: -6; hK5 inh: 4; FXIIa inh: 3; m-calpain inh: 3; PERK inhibitor: -0.5; Furin inh: -26; KCC2 mod: 0.75; Rad51 HR inh: -2

What do the screens show for `CCCCNC(=S)N(C)/N=C/c1c(F)c(F)c(F)c(F)c1F`?
Thrombin inh: -1; FXIa inh: 28; hK5 inh: 16; FXIIa inh: 16; m-calpain inh: 12; PERK inhibitor: 1.2; Furin inh: 5; KCC2 mod: 0.24; Rad51 HR inh: 16

How did O=C(Nc1ccc(N2CCOCC2)nc1)c1cccs1 do in these assays?
Thrombin inh: -11; FXIa inh: -3; hK5 inh: -11; FXIIa inh: 7; m-calpain inh: -13; PERK inhibitor: 0.7; Furin inh: -12; KCC2 mod: -0.036; Rad51 HR inh: -24

What do the screens show for `O=C(Cn1nc(Cc2cccnc2)c2ccccc2c1=O)NCC1CCCO1` (centres undefined)?
Thrombin inh: -4; FXIa inh: -6; hK5 inh: -4; FXIIa inh: -1; m-calpain inh: 5; PERK inhibitor: 0.3; Furin inh: -13; KCC2 mod: 0.73; Rad51 HR inh: 7

Results for CC1CN(Cc2nnc(-c3ccccc3)o2)CC(C)O1 (centres undefined) ?
Thrombin inh: -7; FXIa inh: -3; hK5 inh: 4; FXIIa inh: 2; m-calpain inh: -25; PERK inhibitor: 1.0; Furin inh: -27; KCC2 mod: 1.2

What do the screens show for `CCOC(=O)c1[nH]c2ccc(OC)cc2c1NC(=O)/C=C/c1ccc2c(c1)OCO2`?
Thrombin inh: -5; FXIa inh: -6; hK5 inh: -2; FXIIa inh: -3; m-calpain inh: -36; PERK inhibitor: -1.1; Furin inh: 6; KCC2 mod: 0.75; Rad51 HR inh: -10

How did O=C(NCc1ccncc1)c1nnc(Cc2c(F)cccc2Cl)o1 do in these assays?
Thrombin inh: 1; FXIa inh: -5; hK5 inh: 0; FXIIa inh: 13; m-calpain inh: -11; PERK inhibitor: 0.5; Furin inh: -29; KCC2 mod: 0.5; Rad51 HR inh: 3

What do the screens show for `COC(=O)CSc1ccsc1C(=O)O`?
Thrombin inh: -4; FXIa inh: -3; hK5 inh: -2; FXIIa inh: 6; m-calpain inh: -22; PERK inhibitor: 1.4; Furin inh: -38; KCC2 mod: -0.41; Rad51 HR inh: -5

How did S=C(NNc1ccc2ccccc2c1)NC1CCCCC1 do in these assays?
Thrombin inh: -5; FXIa inh: 2; hK5 inh: -20; FXIIa inh: 13; m-calpain inh: 5; PERK inhibitor: 0.4; Furin inh: -21; KCC2 mod: 0; Rad51 HR inh: 2

How did O=C(Nc1ccnc(-c2cccnc2)n1)c1ccc(Cl)cc1 do in these assays?
Thrombin inh: 5; FXIa inh: 4; hK5 inh: -11; FXIIa inh: 5; m-calpain inh: 10; PERK inhibitor: -0.2; Furin inh: -30[20 µM]; KCC2 mod: 0.1; Rad51 HR inh: 4

How did CCn1c(Cc2ccccc2)nnc1SCC(=O)NC1CC1 do in these assays?
Thrombin inh: 3; FXIa inh: 2; hK5 inh: -7; FXIIa inh: 7; m-calpain inh: -17; PERK inhibitor: 0.3; Furin inh: -14[20 µM]; KCC2 mod: -0.99; Rad51 HR inh: -2

How did COc1ccc(-c2oc3ncnc(N)c3c2-c2ccccc2)cc1 do in these assays?
Thrombin inh: 2; FXIa inh: 4; hK5 inh: -3; FXIIa inh: 8; m-calpain inh: -100; PERK inhibitor: 0.8; Furin inh: -20[20 µM]; Rad51 HR inh: 9

How did CC(C)(C)OC(=O)NCCCC[C@H](NC(=O)c1nc[nH]c1C(=O)N[C@@H](CCCCNC(=O)OC(C)(C)C)C(=O)OC(C)(C)C)C(=O)OC(C)(C)C do in these assays?
Thrombin inh: -3; FXIa inh: -1; hK5 inh: -1; FXIIa inh: 4; m-calpain inh: 47; Furin inh: -30; KCC2 mod: -1.4; Rad51 HR inh: 11

How did O=C(c1ccc(Cl)cc1)c1oc2ccccc2c1CS(=O)c1ccccc1 (centres undefined) do in these assays?
Thrombin inh: 0; FXIa inh: 2; hK5 inh: 6; FXIIa inh: 14; m-calpain inh: 25; PERK inhibitor: -1.7; Furin inh: -11[20 µM]; KCC2 mod: -1.2; Rad51 HR inh: 4

Results for C=C(C)COc1ccc(-c2nc(N)ncc2-c2ccc(OC)cc2)c(O)c1 ?
Thrombin inh: -2; FXIa inh: 0; hK5 inh: 1; FXIIa inh: 6; m-calpain inh: 17; PERK inhibitor: 0.1; Furin inh: -6[20 µM]; KCC2 mod: 1.8; Rad51 HR inh: -7

What do the screens show for `CCN(CC)C(=O)c1sc(NC(=O)c2ccoc2C)c(C(=O)OC)c1C`?
Thrombin inh: 4; FXIa inh: 5; hK5 inh: -23; FXIIa inh: 14; m-calpain inh: 40; PERK inhibitor: -1.1; Furin inh: -3; KCC2 mod: 8.4*; Rad51 HR inh: -1

Results for O=C(CN(c1ccccc1F)S(=O)(=O)c1ccccc1)NC1CCCCCC1 ?
Thrombin inh: 0; FXIa inh: 2; hK5 inh: -22; FXIIa inh: 12; m-calpain inh: -24; PERK inhibitor: -2.5; Furin inh: -27[20 µM]; Rad51 HR inh: -5

Assay outcomes deposited in PubChem BioAssay by several laboratories.
